# Screening results (PubChem)
# TAAR1 antagonist: human TAAR1 antagonists, primary screen, Fluo-8 calcium fluorescence, CHO RD-HGA16 cells. antagonist. AID 624466, 2012. Trace amine-associated receptor 1 (Homo sapiens), Q96RJ0. inhibition, % at 3 µM. 1.5% of 360,000 active;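 active means inhibition above a per-plate cutoff, the mean inhibition of test compounds on that plate plus 3 SD, cut at about 49% in these data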;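 further: 0% = DMSO plus EC80 beta-PEA response and 100% = DMSO alone without agonist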
# Target sequence (Q96RJ0 whole entry, looked up): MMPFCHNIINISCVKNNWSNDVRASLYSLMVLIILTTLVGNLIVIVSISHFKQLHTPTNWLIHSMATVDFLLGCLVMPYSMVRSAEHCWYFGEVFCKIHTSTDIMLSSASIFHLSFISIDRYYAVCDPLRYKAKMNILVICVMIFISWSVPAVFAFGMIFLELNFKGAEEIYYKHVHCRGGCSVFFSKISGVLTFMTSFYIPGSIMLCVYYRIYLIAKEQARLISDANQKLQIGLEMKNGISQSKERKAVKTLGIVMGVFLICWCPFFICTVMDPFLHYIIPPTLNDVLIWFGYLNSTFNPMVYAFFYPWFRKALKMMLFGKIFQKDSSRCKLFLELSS
#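 test system = CHO RD-HGA16 cells bearing hTAAR1 | replication = singlicate | controls = DMSO-only wells and EC80 β-PEA-stimulated wells | reagent = EC80 β-phenethylamine stimulus | read-out basis = percent inhibition of PEA-evoked calcium signal, max/basal emission ratio | schedule = seeding 17-24 h prior, 75-min 37 °C, 30-min RT dye loading | signal = kinetic Fluo-8 calcium fluorescence measurement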
# TAAR1 ag: human TAAR1 agonists, primary screen, Fluo-8 calcium fluorescence, CHO RD-HGA16 cells | AID 624467, 2012 | activation, % at 3 µM | 0.99% of 360,000 active | vehicle wells 0%, saturating PEA agonist 100% | Trace amine-associated receptor 1 (Homo sapiens), Q96RJ0;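 active means activation above the mean activation of all test compounds in the run plus 3 SD, cut at about 38% in these data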
#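 Test system: RD-HGA16 (CHO) cells co-expressing Gα16 and hTAAR1; dosing: one-point dosing at 3 µM (nominal); timing: 17-24 h seeding, 75 min 37 °C dye, 30 min RT; signal: kinetic Fluo-8 calcium fluorescence; read-out basis: % activation relative to PEA EC100 response; controls: DMSO and PEA EC100; replicates: n 1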
# * = called active by the depositor. These rows are one share of the data, so the mix of outcomes need not match the whole.
SMILES,TAAR1 antagonist,TAAR1 ag
COc1cccc(S(=O)(=O)Nc2ccc3c(c2)C(=O)N(C)C[C@H](OC)[C@H](C)CN(Cc2ccccc2F)[C@@H](C)CO3)c1,1,1
Nc1sc(Cc2ccccc2)cc1C(=O)NC1CCCCC1,-16,4
O=S(=O)(c1ccc(C(F)(F)F)cc1)N1CCCc2nc(-c3ccc(F)cc3)ccc21,-16,3
CC1CN(C(=O)c2ccccc2)CCC1=NO (configuration not stated),4,0
CSCCC(C(=O)NCc1ccccc1)n1c(-c2ccc3c(c2)CCO3)nc2ccccc21 (configuration not stated),-19,-1
O=C1Nc2ccccc2-n2nnnc2C1N1CCCN(Cc2ccc(F)cc2)CC1 (configuration not stated),-5,-1
C=CCN=C1NC(c2cccc(Cl)c2)C(C(=O)OC)=C(C)N1Cc1ccc(C(F)(F)F)cc1 (configuration not stated),45,28
Cc1ccccc1S(=O)(=O)N1CCCc2nc(C)c(C)cc21,-28,0
COc1ccc(C)cc1NC(=O)c1cnc2sccn2c1=O,-14,3
CC(=O)C1=C(C)NC(=S)NC1c1ccccc1 (configuration not stated),10,-1
COc1ccc(OC)c(S(=O)(=O)NCC2CCN(C(=O)C(=O)c3cc4ccccc4o3)CC2)c1,0,2
C=CCN1C(=O)c2n[nH]c(C(C)C)c2C1c1ccc2c(c1)OCO2 (configuration not stated),-18,0
Cc1[nH]nc2c1C(c1ccc(Br)cc1)NC2=O (configuration not stated),-19,0
COc1ccc(C=NN(C)C(=O)Nc2cccc(Cl)c2)cc1OC,19,0
CCC(CC)C(C(=O)NC1CCCC1)N1CCN(c2cc(C)nc3ccccc23)CC1 (configuration not stated),-25,-2
Cc1ccc(S(=O)(=O)N2C(c3ccc(Cl)c(Cl)c3)CC=C(C(=O)O)C2c2ccc(Cl)cc2)cc1 (configuration not stated),12,-1
Cc1cc(Nc2cccc(F)c2)cc(=O)n1-c1cccc(F)c1,-2,-2
O=C(NC1CCCCC1)OC[C@@H]1CSCCS(=O)(=O)N1,4,3
Cc1ccc(Cc2c(-c3ccc(C#N)cc3)nc3ccc(C)cn23)cc1,16,-2
CC(=NNc1cc(C)c2cc(C)ccc2n1)c1ccccn1,39,24
N#Cc1ccc(OCCCN2CCC(C(O)(c3ccccc3)c3ccccc3)CC2)cc1,25,40*
Cc1ccc(C(=O)N2CCC[C@@H]2C(=O)N2CCC[C@@H]2C(=O)NCc2ccccc2)cc1C,3,0
O=C1NC(Cc2ccccc2)c2nc3cc(F)ccc3c(=O)n2-c2ccc(Cl)cc21 (configuration not stated),21,20
C[C@H](CO)N1C[C@H](C)[C@@H](CN(C)Cc2ccc(C(=O)O)cc2)OCCCC[C@H](C)Oc2ccc(NC(=O)CCC(F)(F)F)cc2C1=O,-9,1
COCc1cc(N2CCN(C(=O)OC(C)(C)C)C[C@@H]2C)ccc1N1CCS(=O)(=O)CC1,9,5
CC(C)C(C(=O)NCc1ccccc1)N1CCN(c2ccccc2F)CC1 (configuration not stated),-25,0
C[C@H](O)[C@@H]1CN2CCc3c([nH]c4ccccc34)[C@@H]2C[C@@H]1N(C)CC1CCCCC1,-11,0
C=CCN=C1NC(c2ccc(Cl)cc2)C(C(=O)OC)=C(C)N1Cc1cccc(C(F)(F)F)c1 (configuration not stated),75*,65*
Nc1nc2ccccc2cc1C(=O)NCc1cccs1,23,3
COc1ccc(CCC(=O)N2c3ccccc3N=C(c3ccc(C(F)(F)F)cc3)C2C(=O)NC2CCCC2)cc1 (configuration not stated),-56,1
CCOC(=O)c1csc(NC(=O)Nc2cccc(OC)c2)n1,14,14
COC(=O)C(C(=O)OC)c1ccccc1CNS(=O)(=O)c1ccc(C)cc1,-18,1
O=S(=O)(Nc1cc(Sc2cccc3cccnc23)c(O)c2ccccc12)c1ccccc1,34,3
O=[N+]([O-])c1cc(S(=O)(=O)NCc2ccco2)ccc1NN=Cc1ccccn1,3,1
COC(=O)C1=C(C)N(Cc2ccccc2C(F)(F)F)C(=NCc2ccc3c(c2)OCO3)NC1c1cccc(F)c1 (configuration not stated),9,11
COC(=O)[C@@]12C[C@@H](CC(=O)N3CCOCC3)C(=O)N(Cc3ccco3)C1=CCC(C)(C)C2,-9,0
C[C@@H]1CN([C@@H](C)CO)C(=O)CCCn2cc(nn2)CO[C@H]1CN(C)C(=O)Nc1cccc(Oc2ccccn2)c1,0,6
COc1cccc(CNC(=O)[C@H]2CCCN2C(=O)[C@H]2CCCN2C(=O)c2ccc(Cl)cc2)c1,-7,1
CO[C@H]1CN(C)C(=O)c2ccc(NC(=O)NC(C)C)cc2OC[C@H](C)NC[C@H]1C,-12,7
Cc1cccc(C)c1NC(=O)C(C1CC1)n1c(-c2ccc(C(F)(F)F)cc2)nc2ccccc21 (configuration not stated),-14,-2

# 15 compounds from above, ordered by SMILES length, smallest number first.
SMILES,TAAR1 antagonist,TAAR1 ag
CC1CN(C(=O)c2ccccc2)CCC1=NO (configuration not stated),4,0
CC(=O)C1=C(C)NC(=S)NC1c1ccccc1 (configuration not stated),10,-1
CC(=NNc1cc(C)c2cc(C)ccc2n1)c1ccccn1,39,24
O=C(NC1CCCCC1)OC[C@@H]1CSCCS(=O)(=O)N1,4,3
COc1ccc(C=NN(C)C(=O)Nc2cccc(Cl)c2)cc1OC,19,0
O=C1Nc2ccccc2-n2nnnc2C1N1CCCN(Cc2ccc(F)cc2)CC1 (configuration not stated),-5,-1
N#Cc1ccc(OCCCN2CCC(C(O)(c3ccccc3)c3ccccc3)CC2)cc1,25,40*
CCC(CC)C(C(=O)NC1CCCC1)N1CCN(c2cc(C)nc3ccccc23)CC1 (configuration not stated),-25,-2
O=[N+]([O-])c1cc(S(=O)(=O)NCc2ccco2)ccc1NN=Cc1ccccn1,3,1
CSCCC(C(=O)NCc1ccccc1)n1c(-c2ccc3c(c2)CCO3)nc2ccccc21 (configuration not stated),-19,-1
O=S(=O)(c1ccc(C(F)(F)F)cc1)N1CCCc2nc(-c3ccc(F)cc3)ccc21,-16,3
COCc1cc(N2CCN(C(=O)OC(C)(C)C)C[C@@H]2C)ccc1N1CCS(=O)(=O)CC1,9,5
COc1cccc(CNC(=O)[C@H]2CCCN2C(=O)[C@H]2CCCN2C(=O)c2ccc(Cl)cc2)c1,-7,1
Cc1ccc(S(=O)(=O)N2C(c3ccc(Cl)c(Cl)c3)CC=C(C(=O)O)C2c2ccc(Cl)cc2)cc1 (configuration not stated),12,-1
C[C@H](CO)N1C[C@H](C)[C@@H](CN(C)Cc2ccc(C(=O)O)cc2)OCCCC[C@H](C)Oc2ccc(NC(=O)CCC(F)(F)F)cc2C1=O,-9,1

# Continuation:
SMILES,TAAR1 antagonist,TAAR1 ag
O=C(NC1CCCCC1)C(C1CC1)n1c(=O)c(-c2ccccc2)nc2ccccc21 (configuration not stated),-31,1
Nc1ncnc2c1ncn2[C@@H]1O[C@H](C(=O)N[C@@H](CCc2ccccc2)C(=O)N2CCN(CC(=O)N3CCCC3)CC2)[C@@H](O)[C@H]1O,-21,1
COC(=O)[C@@]12C[C@@H](CC(=O)NCC3CCCCC3)C(=O)N(Cc3ccco3)C1=CCC(C)(C)C2,-10,-2
CN(C(=O)c1cn(C)c2ccccc12)c1ccc(Oc2cccnc2)cc1,23,4
O=C(NCc1ccccc1)C1C(c2ccc3c(c2)OCO3)=Nc2ccccc2N1C(=O)c1cccc(C(F)(F)F)c1 (configuration not stated),-15,1
CCCCNc1ccc2c(c1)OC[C@H](CC(C)C)NS2(=O)=O,14,2
COC(=O)C1=C(C)N(Cc2ccc(Cl)cc2)C(=S)NC1c1ccc(F)cc1 (configuration not stated),30,0
CC(C)CN1C(=O)CSCC1(C)C(=O)NC(C)C (configuration not stated),-12,3
O=C(NCc1ccccc1)C1C(c2ccccc2)=Nc2ccccc2N1C(=O)c1cccnc1 (configuration not stated),-17,2
O=C(Nc1cccc(F)c1)c1ccc(-c2ccccc2C(F)(F)F)o1,14,15
CCOC(=O)[C@]12CCCC=C1N(CCC1=CCCCC1)C(=O)[C@H](CC(=O)NCc1ccc(OC)c(OC)c1)C2,-38,-2
Cc1cc2c(c(=O)o1)[C@@]1(C(=O)N(C)c3ccccc31)C1=C(CC3(CCCCC3)OC1=O)O2,5,1
COC(=O)[C@@]12C[C@@H](CC(=O)NCC3CCCCC3)C(=O)N(Cc3cccc4ccccc34)C1=CCC(C)(C)C2,-25,1
Cc1ccc(CN2C(=O)CN(S(C)(=O)=O)CC2(C)C(=O)NC(C)C)cc1 (configuration not stated),1,1
O=C1N[C@@H](Cc2ccccc2)C(=O)N2[C@H]1CSCCS2(=O)=O,3,13
COc1cc2c(cc1OC)C(C(=O)O)C(c1ccc3c(c1)OCO3)N(C)C2=O (configuration not stated),-8,0
CCCCCCCCN1C(=O)[C@@H](CC(=O)NCCCOCCCC)C[C@@]2(C(=O)OC)C1=C[C@H](C1CCCC1)O[C@@H]2C,-16,-2
CCCCc1c(-c2ccccc2OC)ncn1Cc1ccc(OC)c(Cl)c1,-6,6
COC(=O)C1=C(C)N(Cc2cccc(C(F)(F)F)c2)C(=NCc2ccc(C(F)(F)F)cc2)NC1c1ccc(F)cc1 (configuration not stated),34,27
O=C(NCc1ccccc1)[C@@H]1CCCN1C(=O)[C@H]1CCCN1C(=O)c1ccccc1Cl,-13,3
CC1CCCN(c2cccc3c2S(=O)(=O)N([C@H](C)c2ccccc2)C[C@@H](COCc2ccccc2)O3)C1 (some centres not stated),-16,-1
O=C(C[C@@H]1C=C[C@H](NS(=O)(=O)c2ccccc2F)[C@@H](CO)O1)NCCCN1CCOCC1,-23,3
CCCCNc1ccc2c(c1)OC[C@H](C)NS2(=O)=O,10,0
COc1ccccc1C(=O)NC1CCCCN(C)C1=O (configuration not stated),4,0
COc1ccc(C(=O)NCC2CCN(C(=O)C(=O)c3cc4ccccc4o3)CC2)c(OC)c1,-26,-1
COC(=O)C1=C(C)N(Cc2ccc(C(F)(F)F)cc2)C(=NCC2CC2)NC1c1ccccc1C(F)(F)F (configuration not stated),9,9
COC(=O)c1cc2c(c3c4cc(OC)ccc4n(S(=O)(=O)c4ccc(OC)cc4)c13)C(=O)N(C1CCCCC1)C2,-23,0
COC(=O)C1(C(=O)OC)c2ncccc2N(S(=O)(=O)c2ccc(C)cc2)C1CC(=O)c1ccccc1 (configuration not stated),11,11
CN(C)CC(=O)N[C@@H]1CC[C@@H](CCNS(=O)(=O)c2ccccc2)O[C@@H]1CO,-1,2

# A few values from the entries so far:
# In TAAR1 ag, CC1CCCN(c2cccc3c2S(=O)(=O)N([C@H](C)c2ccccc2)C[C@@H](COCc2ccccc2)O3)C1 (some centres not stated) has the entry -1
# In TAAR1 antagonist, COc1ccc(C(=O)NCC2CCN(C(=O)C(=O)c3cc4ccccc4o3)CC2)c(OC)c1 has the entry -26
